Rpn11 inh: Rpn11 (human) deubiquitinase inhibition; human 26S proteasome, Ub4-pepOG fluorescence polarization; 20S core pre-blocked with epoxomicin; AID 588493; calls only at 20 µM; 360,000 compounds, 0.59% hits;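 active means inhibition at 20 µM, scaled to each plate's controls, above about 33%, limit read from the data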
E coli Lon inh: inhibitors of E. coli Lon protease. P0A9M0. purified E. coli Lon protease, fluorescence polarization. inhibition, % at 7.94 µM. 360,000 compounds, 0.42% hits. AID 602123; in the data active means inhibition above about 13%, passing the limit was not always enough;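 further: 0% = enzyme with probe and DMSO and 100% = no enzyme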
Target sequence (P0A9M0 whole entry, looked up): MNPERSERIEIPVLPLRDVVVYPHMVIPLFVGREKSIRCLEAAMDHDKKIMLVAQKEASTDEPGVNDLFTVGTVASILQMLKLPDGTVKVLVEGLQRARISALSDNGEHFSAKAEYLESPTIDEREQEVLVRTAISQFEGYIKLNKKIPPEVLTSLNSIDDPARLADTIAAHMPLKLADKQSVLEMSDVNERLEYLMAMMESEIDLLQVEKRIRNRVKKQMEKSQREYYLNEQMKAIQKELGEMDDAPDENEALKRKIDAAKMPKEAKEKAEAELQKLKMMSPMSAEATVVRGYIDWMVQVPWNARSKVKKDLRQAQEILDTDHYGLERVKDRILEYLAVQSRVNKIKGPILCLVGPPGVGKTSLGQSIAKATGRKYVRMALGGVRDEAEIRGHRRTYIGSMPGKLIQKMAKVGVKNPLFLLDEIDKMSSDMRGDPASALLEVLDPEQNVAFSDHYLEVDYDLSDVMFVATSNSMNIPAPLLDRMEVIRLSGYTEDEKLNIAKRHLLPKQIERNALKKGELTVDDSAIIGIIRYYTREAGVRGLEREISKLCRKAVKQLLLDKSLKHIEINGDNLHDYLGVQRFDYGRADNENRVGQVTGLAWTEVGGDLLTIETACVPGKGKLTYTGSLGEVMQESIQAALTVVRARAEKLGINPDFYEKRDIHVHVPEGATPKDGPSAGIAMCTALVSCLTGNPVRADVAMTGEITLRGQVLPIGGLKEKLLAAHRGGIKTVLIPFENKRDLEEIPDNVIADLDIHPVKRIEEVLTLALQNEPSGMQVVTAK
Rin1-Abl PPI inh: human Rin1-Abl interaction inhibition | P00519+Q13671 | TR-FRET Rin1/Abl binding, biochemical | inhibition, % at 7.35 µM | 360,000 compounds, 0.4% hits | AID 588664; in the data active means inhibition above about 5%, passing the limit was not always enough
MsrA inhibitor: inhibitors of bovine MsrA. AID 651718. purified bovine MsrA, absorbance read-out. 360,000 compounds, 0.75% hits. inhibition, % at 15.5 µM; in the data active means inhibition above about 4.5%;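 further: 0% = vehicle wells with enzyme and 100% = reference inhibitor wells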
FAS-TE inh: inhibitors of human fatty acid synthase thioesterase domain; P49327; recombinant FAS-TE, OMFH fluorogenic substrate, fluorescence endpoint; inhibition, % at 15 µM; 360,000 compounds, 0.67% hits;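 active means compounds whose normalised, plate-corrected inhibition of enzyme fluorescence in the single-dose primary screen is 50% or more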;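 further: 0% = DMSO with enzyme and 100% = substrate without enzyme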
CSN inh: CSN deneddylation inhibition; Q92905; Purified CSN, SCF-Nedd8-OG deneddylation, fluorescence polarization; inhibition, % at 12.5 µM; 360,000 compounds, 0.38% hits; AID 651999;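 active means pattern-corrected inhibition above about 35%, with an unprinted fluorescence ratio check between 0.5 and 1.5, limit read from the data, passing the limit was not always enough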;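 further: 0% = enzyme with substrate and 100% = substrate without enzyme; some results filed as inactive read as strong as hits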
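Assay system: Purified human Csn5 enzyme expressed in HEK293T cells | Amount: Enzyme 0.24 nM | Measured by: Fluorescence polarization readout | Medium: Tris/NaCl/DTT buffer, pH 7.5 | Compound dosing: One concentration, 12.5 µM, 0.25% DMSO | Times: 90 min incubation of compound, enzyme and substrate at room temperature | Control set: no-enzyme wells high, enzyme-with-substrate wells low | Read-out: % inhibition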
MLLE-PAM2 inh: blocks PAM2 peptide binding to the PABP1 MLLE domain | P11940 | GST-MLLE / FITC-PAM2 fluorescence polarization | 360,000 compounds, 0.36% hits | inhibition, % at 20 µM; in the data active means inhibition above about 35%, passing the limit was not always enough;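 further: plate controls were DMSO wells with GST-MLLE for no effect and wells lacking GST-MLLE protein for full effect; some results filed as inactive read as strong as hits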
MsrA act: activates bovine MsrA enzyme; purified bovine MsrA, absorbance read-out; activation, % at 10.6 µM; 360,000 compounds, 0.3% hits; in the data active means activation above about 7.5%;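 further: 0% = vehicle and 100% = reference activator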
MT1-MMP act inh: MT1-MMP (human) activation inhibition | GFP/RFP ratio change, % at 20 µM | P50281 | 360,000 compounds, 0.061% hits | HT1080 RFP-PRO-GFP cells, GFP/RFP ratio fluorescence, overnight; percent of plate control window, DMSO zero;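 active means GFP/RFP ratio change of at least 30% with cell ATP level not reduced by more than half and red fluorescence within 50% of control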; further: strong numbers were not always called active
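Read-out: GFP/RFP fluorescence ratio; Test system: RFP-PRO-GFP reporter HT1080 cells; Compound dosing: single-point 20 µM compound, 1% DMSO; Times: overnight compound exposure at 37 °C.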
Numbers without * were called inactive; i = inactive; · = no result given; & = joins results of further samples.

The opening 3 entries, ahead of the listing:
compound	Rpn11 inh	E coli Lon inh	Rin1-Abl PPI inh	MsrA inhibitor	FAS-TE inh	CSN inh	MLLE-PAM2 inh	MsrA act	MT1-MMP act inh
Cc1nc2c(C)cccc2c(SC(=N)N)c1CC=C(Cl)Cl	i	0	-1	0.8	-31	3	-11	-7	-4
CC(O)CNc1nc2c(c(=O)n(Cc3ccc(Cl)cc3)c(=O)n2C)n1C (stereo not given)	i	6	0	-0.8	-1	-3	-2	-4	-3
CCn1c(SCC(=O)NC2CC2)nc2ccccc21	i	-1	-3	-0.1	-7	-2	-32	2	1

Main list (from the top)
compound	Rpn11 inh	E coli Lon inh	Rin1-Abl PPI inh	MsrA inhibitor	FAS-TE inh	CSN inh	MLLE-PAM2 inh	MsrA act	MT1-MMP act inh
Cc1nc2c(C)cccc2c(SC(=N)N)c1CC=C(Cl)Cl	i	0	-1	0.8	-31	3	-11	-7	-4
CC(O)CNc1nc2c(c(=O)n(Cc3ccc(Cl)cc3)c(=O)n2C)n1C (stereo not given)	i	6	0	-0.8	-1	-3	-2	-4	-3
CCn1c(SCC(=O)NC2CC2)nc2ccccc21	i	-1	-3	-0.1	-7	-2	-32	2	1
Cc1cccc(NC(=O)C2CCCN(C(=O)Nc3ccc(F)cc3)C2)c1 (stereo not given)	i	5	1	0.1	-2	-2	-2	-2	3
CCn1cc(C(=O)O)c(=O)c2cc(S(=O)(=O)N(C)C)ccc21	i	-8	2	2.4	-7	2	0	-4	-4
CCOC(=O)c1cnc(-c2ccccc2O)nc1Cl	i	-1	1	0.7	-9	-2	4	-7	-4
O=C(CCSCCC(=O)N1CCCC1)N1CCCC1	i	0	-1	0.2	-4	-2	23	0	0
O=C(CN1C(=O)CSc2ccc(S(=O)(=O)N3CCOCC3)cc21)NCc1c(F)cccc1Cl	i	13	5	1.2	-2	6	8	-2	-2
Cc1cc(=O)[nH]c(SCc2nc3ncccn3c2Br)n1	i	-11	3	2.9	-5	10	15	2	4
CC1CCCN(S(=O)(=O)c2ccc(N(C(=O)c3cnccn3)C(C(=O)NC3CCCCC3)c3cccs3)cc2)C1 (stereo not given)	i	-4	3	-0.7	10	-2	0	-1	1
COc1ccccc1C(=O)NCCN1CCN(c2ccccc2)CC1	i	0	-2	-0.1	-6	-1	0	0	-2
COc1ccccc1C(C)NC(=O)c1cc(S(=O)(=O)N2CCCCC2)ccc1C (stereo not given)	i	9	-5	-0.1	9	0	-6	-8	0
COc1cc(OC)c2c(-c3ccccc3)cc(=O)oc2c1C(CCN1CCOCC1)c1ccc2c(c1)OCO2 (stereo not given)	i	-14	0	0.1	11	-3	-11	-4	4
CCOc1ccc(NC(=O)NCCCCc2ccccc2)cc1	i	-4	3	0.1	-2	3	-10	-5	0
COc1ccccc1NC(=O)c1cc(S(=O)(=O)NC2CCCC2)ccc1F	i	1	-2	-0.6	21	-2	9	-6	4
COCCCNC(=O)c1ccc(-n2nc(C(F)(F)F)cc2-c2cccs2)cc1	i	8	1	-0.5	4	1	-2	-6	2
COCCN(C(=O)C1CC1)c1nnc(-c2cccc(C)c2)s1	i	2	-2	1.3	2	1	-5	-4	-2
CCOC(=O)Cc1csc(SCC(=O)Nc2cccc(C#N)c2)n1	i	-2	-1	-0.7	-5	-5	-7	-2	6
CC(C)OCCCNc1ncnc2c1nc1n2CCCC1	i	-5	2	1.4	-2	1	4	-3	-1
O=C(CCS(=O)(=O)c1cccc2nonc12)N1CCCc2ccccc21	i	-5	2	-1.1	0	-1	-9	0	0
Cn1c(Cc2ccccc2)nnc1SCC(=O)Nc1ccccc1N1CCOCC1	i	-5	-2	-1.0	-6	-2	4	-2	0
C=CC[C@H](CC(=O)N(CCO)Cc1ccccc1)C(=O)N[C@@H](COC(=O)[C@@H](CC=C)CC(=O)OC(C)(C)C)Cc1c[nH]c2ccccc12	i	21*	2	0.7	17	0	-13	1	-9
C[C@@H]1CN([C@H](C)CO)C(=O)CCCn2nncc2CO[C@H]1CN(C)S(=O)(=O)c1cccs1	i	-5	3	0.1	-6	1	10	-3	2
O=C(CCc1ccccc1Cl)Nc1cccc(S(=O)(=O)N2CCCC2)c1	i	-5	0	0.6	16	0	-3	-4	-2
COc1ccccc1-c1nnc(NC(=O)C(C)SC2=NCCS2)s1 (stereo not given)	i	-7	-1	1.7	-21	1	5	-4	-6
O=C(NCCS(=O)(=O)N1CCN(c2ccccc2F)CC1)c1ccc(F)c(F)c1	i	-6	1	-0.8	4	8	1	0	0
Cc1nn(-c2ccccc2)c(Cl)c1C(=O)N1CCN(C)CC1	i	5	3	1.3	-10	-9	5	-6	0
O=C(COc1ccccc1)Nc1nc2cc3c(cc2s1)OCCO3	i	-19	0	-0.9	-3	4	4	-5	-1
COC(=O)c1cc(-c2ccccc2)sc1N	i	-11	6	2.2	3	1	17	-7	16
Clc1cc(NC2CCCCC2)ncn1	i	6	3	-1.5	-1	0	3	-1	1
CC(=O)C1=C(O)C(=O)N(Cc2ccccc2)C1c1ccccc1F (stereo not given)	i	1	2	1.5	-5	-2	-10	-4	4
CCCc1cc(=O)[nH]c(SCC(=O)NC2CCCc3ccccc32)n1 (stereo not given)	i	-10	0	0.4	-1	-3	-5	-5	5
CCOc1cc(/C=N/Nc2ccc(C(=O)O)cc2)ccc1OC(=O)c1ccccc1C	i	-2	1	-0.3	42	-3	9	-4	-3
CCOC(=O)c1cc2sccc2n1CC(=O)C(C)(C)C	i	0	-3	0.1	1	-3	-3	-5	-1
O=C(CCCOc1ccc(Cl)cc1Cl)Nc1ccccn1	i	-9	-1	-0.7	3	8	-16	-3	0
O=C(NC1CC1)C1CCN(S(=O)(=O)c2cc([N+](=O)[O-])ccc2Cl)CC1	i	5	4	1.3	3	27	14	-2	1
O=C(CS(=O)(=O)Cc1ccccc1)Nc1ccc(S(=O)(=O)N2CCOCC2)cc1	i	3	0	-0.5	-9	-15	9	-2	3
O=C(Nc1ccc(Cl)cc1C(F)(F)F)c1ccccc1Cl	i	-11	1	0.9	-3	-1	-5	-2	3
O=c1/c(=C/c2ccco2)sc2n1CN(c1ccccc1)CN=2	i	4	-5	5.0*	0	-4	-10	-7	1
O=C(NCc1ccncc1)C(=O)N/N=C/c1cccnc1	i	2	0	0.7	-6	3	3	-1	1
COc1ccc(/C=N\NC(=S)SCN2C(=O)C3CCC(C)(C2=O)C3(C)C)cc1 (stereo not given)	i	11	1	1.0	10	5	36	-1	-1
Nc1ccc(O)c2c1C(=O)c1ccccc1C2=O	i	31	-10	-0.1	3	-6	87*	-2	59
CC(=O)N(Cc1c(C)nn(-c2ccccc2)c1Cl)c1ccc(Cl)cc1	i	2	4	-0.3	10	1	2	-2	-7
CCOc1ccc2c(=O)c(Oc3ccccc3)c(C)oc2c1	i	3	1	0.4	1	2	-21	-7	4
O=C(Cc1coc2cc3c(cc12)CCC3)OCc1cc(=O)n2c(n1)sc1ccccc12	i	-4	0	1.2	25	11	-11	-3	3
CC(C)c1ccc(Nc2nnc(SCC(=O)NCC3CCCO3)s2)cc1 (stereo not given)	i	6	3	0.4	-3	1	-76	-2	-1
O=C1CSC(=S)N1Cc1cccnc1	·	-2	1	-0.5	-9	12	-25	-2	27
CCCOc1ccc(NC(=O)C2CC(=O)N(C)C(=Nc3cccc(OC)c3)S2)cc1 (stereo not given)	i	-11	1	1.3	20	3	9	2	-1
COc1ccccc1C(=O)Nc1ccc(S(=O)(=O)N2CCCC2)cc1	i	-5	7	0.3	13	2	-2	-5	2
CCCC(=O)c1ccc(N2CCN(C(=O)c3cccs3)CC2)c(F)c1	i	-1	0	0.2	0	2	-6	-3	1

Later entries:
compound	Rpn11 inh	E coli Lon inh	Rin1-Abl PPI inh	MsrA inhibitor	FAS-TE inh	CSN inh	MLLE-PAM2 inh	MsrA act	MT1-MMP act inh
CC1CN(C(=O)C2CCCN2S(=O)(=O)c2ccc(Cl)cc2)CC(C)O1 (stereo not given)	i	-5	1	0.7	-9	2	-4	-2	4
N[C@@H](CO)c1cn([C@@H](Cc2cc3ccccc3[nH]2)C(=O)N2CCNCC2)nn1	i	-1	3	-0.5	-12	4	4	-7	-4
O=C(Nc1ccccc1)C1CCN(S(=O)(=O)c2ccc3c(c2)OCCO3)CC1	i	-15	1	0.2	6	3	9	-1	7
CCCCS(=O)(=O)NC1=NCN(CCOC(=O)c2ccccc2)CN1	i	-3	-2	0.0	-10	-2	1	-5	2
COc1ccccc1C(c1nnnn1Cc1ccco1)N1CCN(c2cccc(C)c2C)CC1 (stereo not given)	i	0	3	-0.5	28	-6	-1	-15	-21
O=C(CN1CCC(n2nnc3cc(C(F)(F)F)ccc32)CC1)NNC(=O)c1ccco1	i	1	3	-1.0	-11	-1	-5	-5	-3
Cc1cc(Br)cn2c(Cc3cccc(Cl)c3)c(-c3cccc(Cl)c3)nc12	·	-4	·	2.7	22	1	·	-7	0
CCOc1ccc(NC(=O)CN2CCN(CC(=O)Nc3ccc(C(=O)OC)cc3)CC2)cc1	i	-5	2	-0.2	-4	2	12	-8	-2
C=C1c2cccc(C(F)(F)F)c2O[C@H](C(=O)OCC)[C@H]1OC	i	-6	-1	-0.6	-4	1	1	0	0
O=c1oc(Nc2ccc(F)cc2)nc2ccccc12	i	6	1	-0.7	-5	-2	6	-4	-1
CN1CCN(c2nc3c(c(=O)n(C)c(=O)n3C)n2Cc2ccccc2Cl)CC1	i	0	2	-0.1	2	-2	14	-4	-5
COc1cc(/C=N/NS(=O)(=O)c2ccc(Br)cc2)ccc1O	i	-7	3	2.7	-4	-5	-59	-5	2
CCOC(=O)c1c(CN2CCCCC2)oc2ccc(OC)cc12	i	7&0	2&7	0.3&0.6	1&4	2&-4	0&4	-2&0	8&1

Source: PubChem (several laboratories)
